Source: PubChem BioAssay
PLK1 PBD inh – inhibitors of human PLK1 polo-box domain binding; Plk1 PBD binding of FITC phosphopeptide, fluorescence polarization; 2.8% of 360,000 active; Potency, µM, for the others: max response, negative = inhibition, hits mostly inhibitors; also: potency is read from the fitted curve at half-maximal effect; series mostly up to about 57 µM; % is scaled to controls: 0 for no effect and ±100 for the full control effect; nearly all actives have a fitted effect of over 65% in size
Target sequence (P53350 whole entry, looked up, the tested form may be a part): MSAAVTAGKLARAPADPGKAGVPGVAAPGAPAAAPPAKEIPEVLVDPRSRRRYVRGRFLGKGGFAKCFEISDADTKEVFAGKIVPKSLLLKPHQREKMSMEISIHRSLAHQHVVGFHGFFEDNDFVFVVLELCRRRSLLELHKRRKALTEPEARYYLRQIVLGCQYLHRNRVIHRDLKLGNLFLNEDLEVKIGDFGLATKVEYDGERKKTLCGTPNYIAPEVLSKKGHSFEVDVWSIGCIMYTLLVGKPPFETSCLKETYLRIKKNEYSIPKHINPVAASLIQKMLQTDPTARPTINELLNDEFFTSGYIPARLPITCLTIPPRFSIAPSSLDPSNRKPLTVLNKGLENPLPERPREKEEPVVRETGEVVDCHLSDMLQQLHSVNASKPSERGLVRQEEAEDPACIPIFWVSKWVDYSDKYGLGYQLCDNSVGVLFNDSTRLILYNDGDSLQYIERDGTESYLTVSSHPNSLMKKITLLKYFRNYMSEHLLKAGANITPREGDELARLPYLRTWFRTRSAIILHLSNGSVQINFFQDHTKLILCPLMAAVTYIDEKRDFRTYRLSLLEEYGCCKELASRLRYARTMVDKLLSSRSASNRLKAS
WRN helicase inh – blocks human WRN helicase. WRN helicase unwinding, fluorescent forked duplex, kinetic. Potency, µM (titrated, usually from 114 µM), for the others: at the top dose activity change, negative = inhibition, usual class: inhibitors. 0.46% of 360,000 active. AID 651768; also: potency is read from the fitted curve at half-maximal effect; % is scaled to controls: 0 for no effect and ±100 for the full control effect; nearly all actives have a fitted effect of over 55% in size
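WRN at 20 nM final was preincubated with compound for 15 min at room temperature; reaction started with 100 nM forked duplex oligonucleotide carrying fluorophore and quencher plus 2 mM ATP (final). Unwinding followed kinetically by red fluorescence (ex 525/em 598 nm).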
Abeta yeast res – compounds reversing amyloid beta toxicity in yeast; yeast expressing A-beta42, growth rescue, OD600, 48 h; response scale: 0% DMSO, 100% iron-clioquinol control; Potency, µM (series often up to 46.1 µM), for the others: top-dose growth rescue, most hits filed as activators; 0.063% of 410,000 active; AID 1347071; also: potency is read from the fitted curve at half-maximal effect; nearly all actives have a fitted effect of over 55% in size
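Growth rescue measured by 600 nm absorbance after 48 h yeast culture at 30 C with compound. Values normalized between DMSO and an equimolar ferric chloride plus clioquinol control.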
EPAC1 antagonist – antagonists of human EPAC1; O95398; EPAC1 GEF assay, Rap1b-BODIPY-GDP exchange fluorescence; Potency, µM (series often up to 115 µM), inactives show at the highest dose activity change, negative = inhibition, hits mostly inhibitors; 0.14% of 360,000 active; AID 720709;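 also: potency is read from the fitted curve at half-maximal effect; plate controls were vehicle for no effect and positive control for full effect; nearly all actives have a fitted effect of over 50% in size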
IL-2 act – IL-2 activation; IL-2 activation reporter assay, cell-based qHTS; stimulated with anti-CD3/CD4/CD28 beads; in transgenic mouse T cells; activation, % (series mostly up to about 46 µM); 0.065% of 360,000 active; AID 652025; in the data active = activation above about 50%; inconclusive = mostly about 30% to 49%; also: 0% is about no effect
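Using fluorescent plate cytometry, EGFP and DsRed are detected in transgenic mouse T cells stimulated 18 h at 37 degrees C with antibody-coated beads after 60 min compound pretreatment.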
FUS suppressor – suppressors of FUS proteinopathy in yeast; S. cerevisiae FUS-expressing, growth rescue, OD600, 24 h; Potency, µM (series often up to 76.6 µM), for inactives: top-dose growth rescue (activation), actives largely listed as activators; 0.24% of 390,000 active; AID 1347120;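 also: potency is read from the fitted curve at half-maximal effect; plate controls were DMSO vehicle for no effect and reference control for full effect; nearly all actives have a fitted effect of over 55% in size; some results filed as inactive show a strong effect at the top dose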
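Compound concentration series was pinned onto galactose-induced FUS-expressing yeast seeded at OD 0.005. Plates sat 24hr at 30C; absorbance at 600 nm gave growth. DMSO served as background control.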
PI5P4Ka inh – inhibitors of human PI5P4K alpha; PI5P4Kalpha enzyme, ADP-Glo luminescence, 60 min; hits give low values; max response, %; 1.2% of 330,000 active; active = max response of -50% or lower; inconclusive = between -30% and -50%; inactive = -30% or higher; also: value at the top dose of about 77 µM; % is scaled to controls: 0 for no effect and ±100 for the full control effect
Target sequence (P48426 whole entry, looked up): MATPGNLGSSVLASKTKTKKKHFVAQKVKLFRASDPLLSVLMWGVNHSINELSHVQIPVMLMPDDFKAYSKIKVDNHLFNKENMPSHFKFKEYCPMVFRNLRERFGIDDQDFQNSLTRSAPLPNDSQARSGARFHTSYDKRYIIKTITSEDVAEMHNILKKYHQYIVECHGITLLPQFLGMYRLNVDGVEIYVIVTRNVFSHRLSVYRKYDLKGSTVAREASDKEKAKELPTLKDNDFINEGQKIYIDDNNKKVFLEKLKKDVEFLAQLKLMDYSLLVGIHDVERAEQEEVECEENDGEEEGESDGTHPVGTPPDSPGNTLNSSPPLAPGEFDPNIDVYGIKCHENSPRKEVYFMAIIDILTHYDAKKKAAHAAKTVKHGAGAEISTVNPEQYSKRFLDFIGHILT
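Quantitative HTS of the MLSMR library against PI5P4Kalpha with substrate. ATP added last at 5 microM final; room temperature, 60 minutes. Remaining ATP depleted, ADP converted and read as luminescence.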
EPAC1 agonist – activates human EPAC1 exchange factor | Potency, µM (titrated, usually from 154 µM), for the others: at the top dose activation, actives largely listed as activators | EPAC1 agonist qHTS, biochemical assay; response scale: 100% = response to 6.5 mM cAMP | O95398 | 0.073% of 360,000 active; also: potency is read from the fitted curve at half-maximal effect; nearly all actives have a fitted effect of over 60% in size
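Nucleotide exchange by EPAC1 (100 nM) on Rap1B–BODIPY-GDP (250 nM) in the presence of 50 uM GDP is tracked fluorescently at 480/540 nm over 30 min. Signals are normalized to a 6.5 mM cAMP control.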
An asterisk follows results filed as active; ? = inconclusive; / = not tested or not shown; [ ] = dose if it differs, or a comment. Unless noted, calls follow the shape of the dose curve; as a rule, active = well fitted curve in the direction sought with a large enough effect; inconclusive = small, poorly fitted or top-dose-only effect, or another doubt; inactive = no such curve, though single readings can be large; an effect the other way counts as inactive or inconclusive.

Letters: A = PLK1 PBD inh; B = WRN helicase inh; C = Abeta yeast res; D = EPAC1 antagonist; E = IL-2 act; F = FUS suppressor; G = PI5P4Ka inh; H = EPAC1 agonist
Brc1ccccc1/C=N/Nc1ccccn1
  A: -6% | B: -2% | C: -7% | D: -11% | E: -3.9 | F: 4% | G: 5 | H: 10%
O=C(NCc1ccco1)c1ccc(COc2cccc3ccccc23)cc1
  A: -2% | B: -12% | C: 15% | D: -20% | E: 1.0 | F: / | G: 0 | H: 15%
CC(C(=O)Nc1ccc(O)cc1)c1cccc(C(=O)c2ccccc2)c1 (stereo unspecified)
  A: 12µM* | B: -1%[57.1 µM] | C: 3% | D: -23% | E: -1.2 | F: 2% | G: -23 | H: 3%
Cc1oc2nc(SCC(=O)NCCCO)nc(N)c2c1C
  A: -1% | B: 3% | C: -4% | D: 6% | E: -1.0 | F: -2% | G: -2 | H: 5%
Cc1c(N)cc[n+](CC(=O)c2ccccc2)c1C
  A: -7% | B: 8% | C: -10% | D: 12% | E: 2.4 | F: -6% | G: 7 | H: -10%
CCN(CC)c1ccc(/C=C/c2cc(-c3ccccc3)c3ccccc3n2)cc1
  A: 12% | B: -8% | C: -1% | D: ? | E: 20 | F: ? | G: 3 | H: -43%[inhibitor]
CCCn1nc(C(=O)NNC(=O)CSC(C)C(=O)Nc2cc(C)on2)c2ccccc2c1=O (stereo unspecified)
  A: -10% | B: ? | C: 8% | D: 10% | E: -3.5 | F: 14% | G: -7 | H: 0%
COc1ccc(NC(=O)CN2C(=O)/C(=C3\SC(=S)N(CCC(=O)O)C3=O)c3ccccc32)cc1
  A: 11µM* | B: -2% | C: 5% | D: 10% | E: -1.9 | F: 12% | G: -9 | H: 7%
N=c1n(CCCOc2ccc(F)cc2)c2ccccc2n1CC(N)=O
  A: -1% | B: -3% | C: -11% | D: 0% | E: -0.3 | F: 1% | G: 3 | H: 4%
CCN(CC)S(=O)(=O)c1ccc(NC(=O)c2ccc(OCC3CCCO3)cc2)cc1 (stereo unspecified)
  A: -1% | B: 6% | C: -6% | D: 3% | E: 0.2 | F: ? | G: -7 | H: -2%
CCCCCCCc1c(C#N)c(N)[nH]c(=S)c1C#N
  A: 24µM* | B: -33% | C: -8% | D: -11% | E: -0.5 | F: 22% | G: -56* | H: -9%
COc1ccc(-c2cc(N)n(CCC#N)n2)c(OC)c1
  A: -10% | B: 17% | C: 22% | D: -18% | E: -0.8 | F: 9% | G: -6 | H: -7%
CC1CCCC(NC(=O)COC(=O)c2cccc(S(=O)(=O)N3CCCCC3)c2)C1C (stereo unspecified)
  A: -2% | B: 3% | C: -5% | D: 7% | E: 0.5 | F: -22% | G: 5 | H: 5%
CCOc1cc(Br)c(Br)c(C=Nc2ccc(NC(C)=O)cc2)c1O
  A: -8% | B: -23% | C: -6% | D: -18% | E: -1.9 | F: / | G: -15 | H: 5%
COc1ccccc1CCNC(=O)C1CC(=O)N(c2ccccc2F)C1 (stereo unspecified)
  A: -5% | B: 12% | C: 4% | D: -8% | E: -1.3 | F: -24% | G: -3 | H: -2%
O=C1c2ccccc2C(=O)N1CSc1ncccn1
  A: 0% | B: -10% | C: 23% | D: -4% | E: 0.0 | F: 16% | G: -4 | H: -10%
CC(C)N(C)c1ncnc2c1ncn2[C@H]1CN(Cc2ccccc2)C[C@@H](CO)O1
  A: 4% | B: -2% | C: -1% | D: -11% | E: 0.0 | F: -3% | G: -6 | H: 4%
OCCOCCn1c(CCNc2nc(-c3ccc(F)cc3)cs2)nc2cc(C(F)(F)F)ccc21
  A: -10% | B: 7% | C: -5% | D: -18% | E: -0.4 | F: ? | G: 27 | H: 2%
O=C(NC1=NCCS1)c1ccncc1
  A: -7% | B: -24%[57.1 µM] | C: 20% | D: 6% | E: 2.1 | F: -33% | G: 6 | H: 3%
CCCS(=O)(=O)c1c(S(=O)(=O)CCC)c2cnccn2c1C(=O)c1ccc(Cl)cc1
  A: -3% | B: -9% | C: 19% | D: -14% | E: 0.3 | F: ? | G: 1 | H: 8%
Cc1cc(C)n(C(=O)CNC(=O)c2cccc(Cl)c2)n1
  A: -21% | B: -7% | C: -11% | D: -18% | E: -0.3 | F: 25% | G: -3 | H: 8%
CCCC[n+]1ccn(-c2nc3c([N+](=O)[O-])cccc3n2C)c1
  A: -10% | B: 3% | C: 7% | D: 0% | E: 0.7 | F: -11% | G: -2 | H: 11%
COc1cc(/C=N/NC(=O)c2sc(N)c(C#N)c2C)ccc1O
  A: -9% | B: ? | C: 4% | D: -3% | E: -0.7 | F: ? | G: -84* | H: -3%
C[C@H](NC(=O)NC1CCCc2ccccc21)C(=O)O (stereo partly specified)
  A: -2% | B: 12% | C: 14% | D: 7% | E: -0.2 | F: 0% | G: -4 | H: -3%
COc1ccc(-c2[nH]ncc2/C=N/NC(=O)c2ccc(Br)cc2)c(OC)c1
  A: -3% | B: -9% | C: 1% | D: -13% | E: -5.5 | F: 32% | G: -20 | H: 5%
CC1CCCC(NC(=O)COC(=O)c2ccc(N(C)C)cc2)C1C (stereo unspecified)
  A: -1% | B: -2% | C: 13% | D: -1% | E: 0.5 | F: 3% | G: 0 | H: -11%
CC(=O)N1CC=CC1(CC(C)C)C(=O)NCCN1CCOCC1 (stereo unspecified)
  A: 7% | B: -4% | C: 5% | D: 12% | E: 0.4 | F: -24% | G: -4 | H: -22%
CC1(C)Cc2c(C#N)c(SCC(=O)c3ccccc3)nc(N3CCOCC3)c2CO1
  A: -21% | B: -16% | C: -17% | D: ? | E: -4.4 | F: / | G: 2 | H: 0%
C/C(Cn1nnc([N+](=O)[O-])n1)=N\NC(=O)c1ccccc1O
  A: 30µM* | B: -2% | C: 28% | D: -3% | E: -1.4 | F: 19% | G: -15 | H: 0%
CCN(Cc1ccccc1)C(=O)c1c[nH]c2ccc(S(=O)(=O)N(C)CCC#N)cc2c1=O
  A: -13% | B: -26% | C: 0% | D: 3% | E: -3.9 | F: / | G: -2 | H: -6%
CC(C)NC(=O)c1ccc2c3n(nc2c1)-c1ccc(Cl)cc1CO3
  A: 5% | B: 5% | C: 4% | D: 7% | E: -0.6 | F: 2% | G: -8 | H: 7%
O=C(c1cccc(S(=O)(=O)N2CCOCC2)c1)N1CCOCC1
  A: -1% | B: -4% | C: 12% | D: -6% | E: 0.5 | F: 6% | G: / | H: 0%
CC(OC(=O)CC1CCCC1)C(=O)Nc1ccc(S(N)(=O)=O)cc1 (stereo unspecified)
  A: 1% | B: -5% | C: -5% | D: 0% | E: -1.2 | F: -1% | G: -3 | H: 1%
O=C(CSc1nc(O)cc(=O)n1-c1ccccc1)c1ccc(Br)cc1
  A: -21% | B: -16% | C: 18% | D: -4% | E: -0.8 | F: 19% | G: ? | H: 8%
Cc1ccc([N+](=O)[O-])cc1NC(=O)CN(C)CCOc1ccccc1
  A: 2% | B: -4% | C: 4% | D: -19% | E: -2.6 | F: -16% | G: -2 | H: 4%
O=C(Nc1scc(-c2ccc(F)cc2)c1C(=O)O)c1ccco1
  A: -10% | B: -28% | C: -56%[inhibitor] | D: 22% | E: 2.1 | F: 26% | G: 0 | H: 5%
CC(=O)Nc1c(C(=O)O)[nH]c2ccccc12
  A: -3% | B: 1% | C: -1% | D: 19% | E: 0.8 | F: 24% | G: 6 | H: 1%
N/C(=N\OC(=O)c1cccc(Cl)c1)c1cccnc1
  A: 4% | B: 7% | C: -9% | D: 10% | E: 0.1 | F: 6% | G: -3 | H: -10%
CCC(C)N(C(=O)COC(=O)c1cc([N+](=O)[O-])ccc1N1CCOCC1)C1CCS(=O)(=O)C1 (stereo unspecified)
  A: -1% | B: 9% | C: 7% | D: -6% | E: -0.4 | F: -7% | G: -4 | H: 3%
CN(C(=O)COC(=O)C1CCN(S(=O)(=O)c2ccc(Cl)cc2)CC1)C1CCS(=O)(=O)C1 (stereo unspecified)
  A: 1% | B: -5% | C: 7% | D: 11% | E: 0.7 | F: 8% | G: 0 | H: 0%
COc1ccc(C(=O)NC(Cn2ccnc2)C(C)(C)C)cc1OC1CCN(C(C)C)CC1 (stereo unspecified)
  A: 4% | B: -7% | C: 6% | D: 5% | E: -0.8 | F: 10% | G: 1 | H: -14%
COc1ccc(NC(=O)Nc2cccc(Cl)c2Cl)c(OC)n1
  A: -3% | B: -3% | C: 8% | D: -3% | E: -0.3 | F: 0% | G: 11 | H: 4%
CN(C(=O)COn1nnc2ccc(S(=O)(=O)N3CCOCC3)cc21)c1ccccc1
  A: -3% | B: -12% | C: -4% | D: -1% | E: 1.6 | F: 3% | G: -3 | H: -1%
CC(=O)Nc1c(O)nc(SC/C=C/CSc2nc(O)c(NC(C)=O)c(=O)[nH]2)[nH]c1=O
  A: -16% | B: -3% | C: 3% | D: 3% | E: -0.7 | F: 7% | G: 1 | H: 7%
CCN(CC)C(=O)c1ccccc1NC(=O)c1cccc(S(=O)(=O)N(CC)CC)c1
  A: -7% | B: 0% | C: 21% | D: -28% | E: 0.2 | F: 9% | G: 2 | H: -14%
Cc1cc2c(NCc3ccccc3)ncnc2s1
  A: -10% | B: 5% | C: 25% | D: -6% | E: -3.3 | F: 3% | G: -2 | H: 1%
O=C(NC1CCCC1)C(c1ccccn1)N(C(=O)c1csnn1)c1ccc(F)cc1 (stereo unspecified)
  A: 3% | B: -1%[57.1 µM] | C: 7% | D: -14% | E: -0.8 | F: -24% | G: -1 | H: -3%
COc1ccc(/C=C(\CC(=O)O)c2nc3ccccc3s2)cc1O
  A: -22% | B: -22% | C: -3% | D: -20% | E: -1.7 | F: 13% | G: -1 | H: 4%
COc1cc(S(=O)(=O)NC2CCCCC2C)ccc1Cl (stereo unspecified)
  A: -9% | B: -9% | C: -48%[inhibitor] | D: -14% | E: 0.5 | F: 3% | G: 5 | H: 3%
COCCNC(=O)C1Nc2ccc(OC(F)(F)F)cc2C2C=CCC12 (stereo unspecified)
  A: -7% | B: -4% | C: 4% | D: -10% | E: 0.9 | F: 3% | G: 0 | H: -15%
Nc1sc2c(c1C(=O)NC1CCS(=O)(=O)C1)CCC2 (stereo unspecified)
  A: 17µM* | B: -25% | C: 2% | D: 9% | E: -0.6 | F: 36% | G: -27 | H: 1%
Cc1cccc(CN(C)CCc2ccccn2)c1
  A: -1% | B: -10% | C: -16% | D: 0% | E: 1.3 | F: 0% | G: / | H: 5%
CN(C)c1ccc(NC(=O)CN2CCN(c3ccc(F)cc3)CC2)cc1
  A: -12% | B: 3% | C: -3% | D: -4% | E: 0.2 | F: -22% | G: 4 | H: 1%

PI5P4Ka inh, what is marked active above.
structure | PLK1 PBD inh | WRN helicase inh | EPAC1 antagonist | IL-2 act | PI5P4Ka inh
CCCCCCCc1c(C#N)c(N)[nH]c(=S)c1C#N | 24µM* | -33% | -11% | -0.5 | -56*
COc1cc(/C=N/NC(=O)c2sc(N)c(C#N)c2C)ccc1O | -9% | ? | -3% | -0.7 | -84*
